# VLA-4 inh – inhibition in a human VLA-4 binding assay. AID 2557. actives 0.2% (n = 330,000). inhibition, % (about 7 µM as worked out from the volumes in the protocol). P13612. VLA-4 expressing cells, ligand binding flow cytometry; in the data active means inhibition above about 50%
# MEX-5 binding – C. elegans MEX-5 TCR-2 RNA binding activity; activity score (negative = inhibition of binding), % at 10 µM; Q9XUB2; AID 1832; actives 0.38% (n = 300,000); MEX-5/FITC-TCR2 RNA binding, fluorescence polarization; active compounds read low;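 active means inhibition past about -25% in most replicates, and total fluorescence under double the plate's negative control median, limit read from the data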;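 further: 0% = DMSO and -100% = 5 µM competing unlabeled TCR2 RNA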
# GRK2 inh – inhibitors of human GRK2 displacing RNA aptamer; P25098; bead flow cytometry, FAM-aptamer displacement from GRK2; inhibition of aptamer binding, % at 10 µM; actives 0.59% (n = 330,000); AID 488847;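 active means inhibition of aptamer binding above 40%, roughly 3 SD of noise, on plates passing a quality check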;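 further: median bead fluorescence of bound FAM aptamer so fluorescent compounds give negative values; no value below 0 was filed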
# Target sequence (P25098 whole entry, looked up): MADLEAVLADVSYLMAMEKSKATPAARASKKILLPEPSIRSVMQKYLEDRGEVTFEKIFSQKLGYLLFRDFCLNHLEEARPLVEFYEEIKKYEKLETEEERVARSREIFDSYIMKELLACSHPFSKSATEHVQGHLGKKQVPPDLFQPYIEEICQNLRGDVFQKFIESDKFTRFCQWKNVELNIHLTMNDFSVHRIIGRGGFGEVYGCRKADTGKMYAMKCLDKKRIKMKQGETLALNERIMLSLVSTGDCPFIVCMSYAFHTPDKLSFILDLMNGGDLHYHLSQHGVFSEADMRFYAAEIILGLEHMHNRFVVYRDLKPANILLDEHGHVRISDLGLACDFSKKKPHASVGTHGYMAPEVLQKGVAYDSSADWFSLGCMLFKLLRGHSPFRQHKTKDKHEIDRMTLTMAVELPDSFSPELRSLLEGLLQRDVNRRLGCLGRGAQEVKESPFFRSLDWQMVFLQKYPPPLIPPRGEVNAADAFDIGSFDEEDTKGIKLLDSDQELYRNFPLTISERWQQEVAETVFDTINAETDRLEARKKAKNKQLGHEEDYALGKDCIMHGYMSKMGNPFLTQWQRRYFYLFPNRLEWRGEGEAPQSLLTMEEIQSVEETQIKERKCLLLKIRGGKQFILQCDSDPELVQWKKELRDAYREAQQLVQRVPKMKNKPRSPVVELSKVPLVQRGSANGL
# Fam108B counter – counter-screen for RBBP9 inhibitors: inhibitors of mouse Fam108B. recombinant Fam108B, FP-Rh probe fluorescence polarization. inhibition, % at 9.51 µM. actives 0.33% (n = 300,000). AID 1947;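 active means inhibition above the screen mean inhibition plus 3 SD, computed separately per campaign, cut at about 18% in these data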;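 further: inhibitors lower polarization as less probe binds the enzyme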
# Efflux pump inh – antifungal efflux pump inhibition, Nile Red retention. S. cerevisiae Candida pump triplex. inhibition, % at 10 µM. actives 0.44% (n = 330,000);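 active means plate passing quality check with inhibition over a set limit, or well fluorescence over plate mean plus 4 SD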;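 further: Nile Red retained in pooled yeast measured as flow cytometry median fluorescence; 0% = buffer negative control and 100% = Enniatin B positive control; higher means more Nile Red kept so more efflux inhibition; some compounds called inactive have numbers as strong as hits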
# PME-1 primary – PME-1 (human) inhibition | recombinant PME-1, FP-Rh probe fluorescence polarization | inhibition, % at 5.9 µM | actives 0.53% (n = 320,000);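 active means inhibition above the campaign mean of all compounds plus 3 SD, cut at about 26% in these data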;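 further: competitive labeling of PME-1 active site by serine hydrolase directed probe; 0% = PME-1 with DMSO and 100% = wells lacking PME-1 enzyme; inhibitors block probe labeling so polarization falls and inhibition rises; many of its hits are not listed in these tables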
# Target sequence (Q9Y570 whole entry, looked up): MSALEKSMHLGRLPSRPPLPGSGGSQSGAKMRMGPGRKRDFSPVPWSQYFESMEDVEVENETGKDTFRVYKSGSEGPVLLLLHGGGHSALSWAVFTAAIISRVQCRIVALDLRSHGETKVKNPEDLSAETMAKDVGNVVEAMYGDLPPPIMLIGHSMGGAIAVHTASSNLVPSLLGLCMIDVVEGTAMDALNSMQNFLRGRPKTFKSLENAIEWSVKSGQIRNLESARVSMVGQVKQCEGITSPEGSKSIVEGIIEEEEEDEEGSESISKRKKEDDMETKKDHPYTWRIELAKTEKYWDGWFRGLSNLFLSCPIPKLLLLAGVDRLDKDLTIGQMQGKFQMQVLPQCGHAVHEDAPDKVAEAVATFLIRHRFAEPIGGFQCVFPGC
# MCL1-BIM inh – disrupts human MCL1 binding to BIM-BH3 peptide; Q07820; GST-MCL1 / FITC-Bim-BH3 fluorescence polarization; inhibition, % at 10.9 µM; actives 0.68% (n = 320,000); AID 2057;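 active means inhibition above the mean inhibition of all tested compounds plus 3 SD, set per campaign, cut at about 40% in these data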;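 further: 0% = DMSO wells and 100% = unlabeled Bim-BH3 peptide control; higher means more loss of mP so more displacement of Bim peptide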
# GLD-1 TGE inh – GLD-1-TGE RNA interaction inhibition (C. elegans) | actives 0.44% (n = 320,000) | Q17339 | inhibition, % at 5.96 µM | purified GLD-1 + fluorescein TGE RNA, fluorescence polarization;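 active means percent inhibition above a per-plate cutoff, the plate mean of test compounds plus 3 SD, cut at about 30% in these data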;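 further: 0% = DMSO wells with GLD-1 and probe and 100% = wells lacking GLD-1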
# Bcl-xL primary – inhibitors of human Bcl-xL. Q07817. GST-Bcl-xL / FITC-Bim BH3 peptide fluorescence polarization. inhibition, % at 10.9 µM. actives 0.7% (n = 320,000). AID 2129;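 active means inhibition above the mean of all tested compounds plus 3 SD, cutoff set per campaign, cut at about 30% in these data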;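 further: 0% = DMSO wells and 100% = unlabeled Bim-BH3 peptide competitor; inhibitors lower millipolarization by displacing the labeled peptide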
# Active calls of the source: *; x = no result given. This is a subset; count on the stated rates, not on these rows.
SMILES,VLA-4 inh,MEX-5 binding,GRK2 inh,Fam108B counter,Efflux pump inh,PME-1 primary,MCL1-BIM inh,GLD-1 TGE inh,Bcl-xL primary
Nc1ccccc1C(=O)NCc1ccco1,2,-0.1,2,x,-0.1,x,x,x,x
CC(C)(C)SCCNC(=O)CSCc1ccc([N+](=O)[O-])cc1,7,0.9,0,1,0.1,4,4,6,7
CN(CC(=O)Nc1ccc(C(N)=O)cc1)CC(=O)Nc1ccccc1Cl,15,1.8,0,-6,0.1,3,3,6,5
Cc1ccc2nc(SCC(=O)Nc3ccc(F)cc3F)nc(=O)n2c1,2,0.5,5,-3,-0.1,1,1,3,2
O=C1CNC(=S)N1Cc1ccc(Cl)cc1,-3,3.1,4,-4,0.0,0,2,-6,3
CCOc1ccc(S(=O)(=O)N2CCCCC2)cc1NC(=O)CN1C(=O)NC(C)(c2ccc(C)cc2)C1=O (stereo not given),8,1.6,1,2,-0.1,16,16,-1,21
COCCCn1c(Cc2ccccc2)nnc1SCC(=O)N1CCCCC1,-3,-0.5,3,0,0.0,-4,7,-3,2
CC1(C)Oc2ccc(C(=O)N3CCOCC3)cc2N(CC(=O)Nc2ccccc2)C1=O,-2,1.2,0,1,0.4,3,-4,-3,0
O=C(c1ccc([N+](=O)[O-])cc1)N1CCSC1c1ccc(Br)cc1 (stereo not given),23,-2.2,0,1,0.2,-2,-4,-6,2
Cc1ccccc1NC1=NC(=S)N(CC(N)=O)C12CCOC(C)(C)C2 (stereo not given),4,3.1,1,1,0.1,-9,-1,0,3
COc1cc(C(C)=O)ccc1COc1ccc(C(=O)O)cc1OC,-10,-1.9,5,-3,0.3,2,-1,-3,5
C=CCn1c(SCC(=O)O)nnc1-c1cccs1,-2,1.7,3,5,0.1,6,0,-4,3
CNC(=O)c1c(NC(=O)c2nc3ccccc3s2)sc2c1CCC2,-15,-19,0,-3,0.0,-11,13,-1,10
COC(=O)c1ccsc1NC(=O)C1COc2ccccc2O1 (stereo not given),-6,-1.9,0,2,-0.1,-2,1,3,1
O=C(c1cc2ccccc2oc1=O)N1CCSC1c1ccco1 (stereo not given),7,0.0,1,-2,0.1,4,0,-2,3
O=C(C1CC1)N1N=C(c2ccc(Br)cc2)CC1(O)C(F)(F)F (stereo not given),2,3.5,0,0,0.0,-3,4,-5,2
O=C1NC2(CCCc3ccccc32)C(=O)N1Cc1nnc(-c2ccccc2Br)o1 (stereo not given),-4,0.0,1,2,0.0,-1,-6,3,0
CN(C)c1cc[n+](CC(=O)Nc2ccccc2C(F)(F)F)cc1,-3,1.8,x,4,0.1,-1,5,3,3
O=C1CCCC2=C1C(c1ccc(O)c(O)c1)Nc1ccc3ccccc3c12 (stereo not given),13,-5.4,0,-3,-0.1,-1,40,4,30
CCN(CC)CCNC(=O)C1CCC(=O)N(c2ccc(OC)cc2)C1c1ccc(F)cc1 (stereo not given),-12,x,0,1,-0.4,1,1,-1,6
COc1cccc(N2CCN(C(=O)CN(C)S(=O)(=O)c3ccc4c(c3)c(=O)n(C)c(=O)n4C)CC2)c1,2,0.1,1,-1,-0.2,0,0,1,8
CCN1C(=NCc2cc(OC)c(OC)c(OC)c2)N[C@@H](c2cccc(C(F)(F)F)c2)C(C(=O)OC)=C1C,10,x,0,x,0.4,x,x,-2,x
CCn1c(COc2ccc(=O)n(-c3ccccc3)n2)nnc1SCc1ccccc1C,-13,-0.9,1,1,0.0,2,-1,-3,2
O=C(Nc1cccc(Cl)c1)Nc1ccnc(-c2cccnc2)n1,-21,-1.4,0,-21,0.0,-29,3,4,5
O=C(OCC(=O)N1CCN(S(=O)(=O)c2ccc(Cl)cc2)CC1)c1cccc(OC(F)F)c1,2,3.8,0,10,0.0,9,-4,-1,0

# The closing 5 entries of the section before are carried over, then new ones follow.
SMILES,VLA-4 inh,MEX-5 binding,GRK2 inh,Fam108B counter,Efflux pump inh,PME-1 primary,MCL1-BIM inh,GLD-1 TGE inh,Bcl-xL primary
COc1cccc(N2CCN(C(=O)CN(C)S(=O)(=O)c3ccc4c(c3)c(=O)n(C)c(=O)n4C)CC2)c1,2,0.1,1,-1,-0.2,0,0,1,8
CCN1C(=NCc2cc(OC)c(OC)c(OC)c2)N[C@@H](c2cccc(C(F)(F)F)c2)C(C(=O)OC)=C1C,10,x,0,x,0.4,x,x,-2,x
CCn1c(COc2ccc(=O)n(-c3ccccc3)n2)nnc1SCc1ccccc1C,-13,-0.9,1,1,0.0,2,-1,-3,2
O=C(Nc1cccc(Cl)c1)Nc1ccnc(-c2cccnc2)n1,-21,-1.4,0,-21,0.0,-29,3,4,5
O=C(OCC(=O)N1CCN(S(=O)(=O)c2ccc(Cl)cc2)CC1)c1cccc(OC(F)F)c1,2,3.8,0,10,0.0,9,-4,-1,0
COc1ccccc1C(CNC(=O)c1ccc(NS(=O)(=O)c2ccc3c(c2)OCCO3)cc1)N(C)C (stereo not given),-14,0.9,0,4,-0.2,-7,-5,-1,3
COc1ccccc1CN1CCN(Cc2nc(-c3cccs3)no2)CC1,-3,0.5,0,2,0.0,-10,4,-3,5
O=C(CN1C(=O)/C(=C/c2ccccc2F)Sc2ccccc21)NCc1cccnc1,3,-2.4,0,-3,0.2,10,4,11,5
N=C(N)N1CCc2ccccc21,8,0.5,1,4,-0.1,5,-2,9,6
COc1ccc(CCNC(=O)C2CCCN2C(=O)Nc2ccccc2)cc1OC (stereo not given),-4,2.7,2,-1,-0.2,2,-12,1,-1
Cn1cc(CNC(=O)c2cc(-c3ccccc3)nc3ccc(Br)cc23)cn1,8,-6.1,0,4,-0.1,1,4,0,6
Cc1ccc(Nc2nc3ccccc3s2)cc1,0,3.7,0,3,0.6,12,11,3,6
O=C(c1ccc(CS(=O)(=O)c2ccc(Br)cc2)o1)N1CCOCC1,12,-0.1,0,-1,0.0,1,2,2,0
COc1ccccc1NC(=O)CN1CCN(c2ccccc2)CC1,-12,0.0,0,1,0.0,0,5,5,1
Cc1cc(C)n(-c2ccc(C(=O)OCC(=O)Nc3cc(Cl)ccc3[N+](=O)[O-])cc2)n1,32,1.6,1,5,-0.2,1,1,-2,2
Cc1csc(NC(=O)CSc2nc3sc(C)c(C)c3c(=O)[nH]2)n1,-5,-0.3,4,-29,-0.1,-60,-10,-8,-3
Cc1cccc(NC(=O)NCCCCc2ccccc2)c1,-1,1.0,1,-6,-1.3,-4,13,13,12
CCn1nc(CC(C)C)cc1C(=O)N1CCCC(Nc2ccc(F)cc2)C1 (stereo not given),5,-0.6,0,x,1.9,x,x,x,x
Cc1ccc(NC(=O)c2ocnc2C)cc1Cl,4,-3.3,1,-1,-0.6,-5,4,0,5
CCOC(=O)c1c(C)[nH]c(C)c1S(=O)(=O)NCCCN1CCOCC1,7,1.1,4,-2,0.1,-9,0,2,6
COc1ccc(CCNC(=O)Cc2ccsc2)cc1,21,-1.3,2,-3,0.0,3,-9,8,-3
FC(F)(F)c1cc(N2CCNCC2)c2ccccc2n1,-2,1.2,1,2,0.1,5,-3,6,-3
O=C(CSc1nnnn1Cc1ccccc1)c1ccc(F)cc1,8,2.0,0,0,0.0,1,-6,-6,-4
COc1ccccc1NC(=O)CSc1nc2ncccc2[nH]1,23,-0.8,1,5,0.0,-12,12,2,7
CCCCCNc1nc2sc3c(c2c(=O)n1-c1cccc(Cl)c1)CCN(C)C3,-6,x,0,1,-0.1,7,-8,1,-2
COc1cccc(N=Nc2c(C)[nH]n(-c3ccccc3)c2=O)c1,3,0.4,1,5,-0.2,4,3,0,7
COc1cccc(NC(=O)c2ncn[nH]2)c1,18,-1.5,5,5,-0.1,1,-2,3,3
O=C(NNc1c(Cl)cc(Cl)cc1Cl)c1n[nH]c(=O)c2ccccc12,3,0.1,0,0,0.1,4,3,-2,4
Cn1cccc1/C=C1\SC(=Nc2ccc(O)cc2)NC1=O,-5,-1.6,3,7,0.0,-2,2,-4,6
O=C(NCCN1CCc2ccccc2C1)C1CCN(S(=O)(=O)N2CCC3(CC2)OCCO3)CC1,6,2.3,0,-3,0.2,-1,-3,-6,-3

# Going on with the list.
SMILES,VLA-4 inh,MEX-5 binding,GRK2 inh,Fam108B counter,Efflux pump inh,PME-1 primary,MCL1-BIM inh,GLD-1 TGE inh,Bcl-xL primary
COc1ccccc1C(=O)NNC(=O)c1ccc(NC(=O)CC(C)C)cc1,8,1.1,0,-1,-0.1,2,11,6,5
O=C1NC(=O)c2cc(Oc3ccc([N+](=O)[O-])cc3)ccc21,8,-0.5,2,-1,-0.2,0,-14,1,2
CSc1nc(N(C)NC(=O)c2ccc(Cl)cc2)c2ccccc2n1,19,2.9,2,5,0.2,-11,2,-2,4
NC(=O)c1ccc(NC(=O)CNC(=O)c2sc3ccccc3c2Cl)cc1,21,x,0,x,-0.2,-12,-9,-1,0
Cc1nc2cc(Cl)c(Cl)cc2n1-c1ccccn1,-1,-1.2,1,-4,-0.1,-2,-8,0,4
CCOC(=O)c1c(C)nc(-c2ccccc2)nc1NC(=O)C(C)C,31,4.6,0,-2,0.2,-3,5,-4,4
CCCCCCCN1C(N(C)C)=NC[C@@H]1Cc1ccccc1,46,x,0,2,0.0,-6,6,2,2
Cc1nn(C)cc1S(=O)(=O)N1CCN(c2ccccc2F)CC1,-13,1.1,0,-1,-0.2,5,4,4,5
COc1ccc(-c2noc(CCC(=O)NC3CCCCCC3)n2)cc1,0,0.1,0,2,0.5,0,8,7,7
O=C(N/N=C/c1ccc2c(c1)OCO2)c1ccc(Cn2cc([N+](=O)[O-])cn2)o1,2,0.4,0,4,-0.5,-2,-2,-2,4
O=C(N/N=C/c1ccsc1)c1cc(O)cc(O)c1,7,-2.4,1,0,-0.1,-1,8,-6,2
O=C(Nc1cccnc1Cl)c1cc(-c2cccc(Cl)c2)on1,-1,2.4,3,-5,-0.5,2,-3,4,-2
COc1ccccc1Cc1nc(-c2ccc(Br)o2)no1,-11,0.3,0,-3,-0.5,-3,0,1,0
Cc1cccc(N2C(=O)NC3(CCCCC3)C2=O)c1,-2,0.3,0,-1,0.2,-1,0,5,0
O=C(c1cc2nc(C3CC3)cc(C(F)F)n2n1)N1CCOCC1,1,-0.9,1,0,0.0,-1,11,0,-1
COC(=O)CC1=C(C(=O)OC)C(c2cccs2)C(C#N)=C(N)O1 (stereo not given),-5,-6.4,2,-1,0.0,7,14,11,18
O=C(NC(=O)c1ccccc1)OCC(F)(F)F,1,0.5,0,0,0.0,-1,-4,-5,2
CN1CCN(C(=O)CCN2C(=O)/C(=C\c3ccc(Cl)cc3Cl)SC2=S)CC1,0,-1.1,0,3,-0.1,-8,9,5,13
Fc1ccc(NC(=S)N2CCOCC2)c(F)c1,-16,-0.4,1,-6,-7.5,-1,5,6,2
COC(=O)[C@H](Cc1ccccc1)NC(=O)C1(OC(C)=O)CC(OC(C)=O)C(OC(C)=O)C(OC(C)=O)C1 (stereo not given in full),33,1.8,63*,-3,0.1,9,-3,3,6
COc1ccccc1NC(=O)N1CCN(S(C)(=O)=O)CC1,-8,1.5,4,-6,0.3,-2,-1,6,3
O=C(Cn1c(=O)[nH]c2sc3c(c2c1=O)CCCC3)NCC1CCCO1 (stereo not given),-1,2.4,7,5,0.1,-1,8,-2,7
CN(C(=O)COC(=O)C12CC3CC(CC(C3)C1)C2)c1c(N)n(Cc2ccccc2)c(=O)[nH]c1=O,-4,x,0,x,0.2,-9,-19,7,-14
CC(c1ccccc1)N1C(=O)NC(NC(=O)C(C)(C)C)(C(F)(F)F)C1=O (stereo not given),5,0.3,2,1,0.0,8,-4,3,1
CN(C)c1ccc(C(=O)Nc2cccc(S(=O)(=O)NC3=NCCCCC3)c2)cc1,-5,x,0,x,0.1,-1,1,3,1
